# Screening results (PubChem BioAssay)
# HGIII-sPLA2 inh: human group III sPLA2 inhibitors, primary screen, biochemical, QFRET, BODIPY PC-A2 liposome substrate; Group 3 secretory phospholipase A2 (Homo sapiens), Q9NZ20; QFRET BODIPY PC-A2 liposome hydrolysis, fluorescence; inhibition, % at 12.2 µM; 370,000 compounds, 0.56% hits;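 active = inhibition above mean plus 3 SD of compounds lying within the high and low control bounds, cut at about 19% in these data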;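 also: 0% = median of test compound wells and 100% = no enzyme DMSO wells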
# ARFGAP1 inhibitor: inhibitors of rat ARFGAP1 GAP activity, primary screen, biochemical, fluorescence polarization, GDP tracer. ADP-ribosylation factor GTPase-activating protein 1 (Rattus norvegicus), Q62848. Arfgap1-stimulated ARF1 GTP hydrolysis, GDP FP detection. inhibition, % at 16.5 µM. 360,000 compounds, 0.26% hits;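 active = inhibition above a per-plate limit, mean inhibition of low control wells plus 3 SD, cut at about 25% in these data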;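 also: 0% = DMSO wells with enzyme and 100% = wells lacking Arfgap1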
#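 Assay system: purified rat His6-Arfgap1 residues 1-136 (GAP domain); Reagent: human Δ17 ARF1 bound to GTP; Dosing: 16.5 µM single point, 1.26% DMSO; Times: GTP hydrolysis reaction 2 h at 25 °C; Signal: FP, GDP Alexa 633 tracer displaced from anti-GDP antibody, 620/688 nm; Measure: % inhibition from polarization.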
# KLK7 zymogen act: proKLK7 zymogen activators, primary screen, biochemical, fluorescence intensity; Kallikrein-7 (Homo sapiens), P49862; purified proKLK7, EDANS-DABCYL substrate fluorescence; 100% is mature enzyme control, 0% vehicle; activation, % at 7 µM; 370,000 compounds, 0.9% hits;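 active = activation above the mean of all tested compounds plus 3 SD, computed per campaign excluding outliers beyond control limits, cut at about 13% in these data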
# PLCg1 inh: PLC-gamma1 enzyme inhibitors, primary screen, biochemical, fluorescence, purified enzyme; 1-phosphatidylinositol 4,5-bisphosphate phosphodiesterase gamma-1 (Homo sapiens), P19174; inhibition, % at 12.2 µM; fluorogenic substrate; 370,000 compounds, 0.84% hits; in the data active = inhibition above about 9.5%
# NR1D1 modulator: modulators of Rev-erb alpha DNA binding, primary screen, biochemical, FITC-DNA, fluorescence polarization, uHTS. Rev-erbα–FITC-DNA binding, 90 min. activity, % at 10 µM. 370,000 compounds, 0.79% hits;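 active = activity above about 14%, limit read from the data; passing the limit was not always enough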;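 also: 0% = DMSO wells with 35 nM protein and 100% = DMSO wells with 750 nM protein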
# Target sequence (P20393 whole entry, looked up): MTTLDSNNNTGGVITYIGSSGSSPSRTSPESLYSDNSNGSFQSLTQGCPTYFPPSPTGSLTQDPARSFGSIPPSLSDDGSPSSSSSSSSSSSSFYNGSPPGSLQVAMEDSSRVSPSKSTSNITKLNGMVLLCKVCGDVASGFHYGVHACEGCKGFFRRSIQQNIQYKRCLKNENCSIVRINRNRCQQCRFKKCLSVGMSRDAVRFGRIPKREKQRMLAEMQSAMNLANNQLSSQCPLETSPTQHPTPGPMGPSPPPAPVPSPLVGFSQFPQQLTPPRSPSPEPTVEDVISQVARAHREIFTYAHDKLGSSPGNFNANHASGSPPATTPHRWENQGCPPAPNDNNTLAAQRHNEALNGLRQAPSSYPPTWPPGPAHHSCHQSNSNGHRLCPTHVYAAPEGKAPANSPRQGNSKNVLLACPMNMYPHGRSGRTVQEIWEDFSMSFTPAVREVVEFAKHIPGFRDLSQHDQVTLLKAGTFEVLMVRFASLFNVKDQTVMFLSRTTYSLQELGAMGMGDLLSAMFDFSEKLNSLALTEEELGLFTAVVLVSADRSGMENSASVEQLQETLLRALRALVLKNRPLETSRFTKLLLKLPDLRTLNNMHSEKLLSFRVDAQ
# DDE Tn7 FP inh: inhibitors of Tn7 peptide binding to fibrin DD(E), primary screen, biochemical, fluorescence polarization, human fibrin, Tn7 probe; Fibrinogen beta chain (Homo sapiens), P02675; FP displacement of FITC-Tn7 peptide from fibrin DD(E); 0% = median of compound wells per plate; inhibition, % at 8.3 µM; 370,000 compounds, 0.13% hits;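 active = inhibition above the mean of compounds falling within the control limits plus 3 SD of them, cut at about 14% in these data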;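 also: 0% = plate median of compound wells and 100% = 10 µM Aha-Tn7 peptide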
# Target sequence (P02675 whole entry, looked up): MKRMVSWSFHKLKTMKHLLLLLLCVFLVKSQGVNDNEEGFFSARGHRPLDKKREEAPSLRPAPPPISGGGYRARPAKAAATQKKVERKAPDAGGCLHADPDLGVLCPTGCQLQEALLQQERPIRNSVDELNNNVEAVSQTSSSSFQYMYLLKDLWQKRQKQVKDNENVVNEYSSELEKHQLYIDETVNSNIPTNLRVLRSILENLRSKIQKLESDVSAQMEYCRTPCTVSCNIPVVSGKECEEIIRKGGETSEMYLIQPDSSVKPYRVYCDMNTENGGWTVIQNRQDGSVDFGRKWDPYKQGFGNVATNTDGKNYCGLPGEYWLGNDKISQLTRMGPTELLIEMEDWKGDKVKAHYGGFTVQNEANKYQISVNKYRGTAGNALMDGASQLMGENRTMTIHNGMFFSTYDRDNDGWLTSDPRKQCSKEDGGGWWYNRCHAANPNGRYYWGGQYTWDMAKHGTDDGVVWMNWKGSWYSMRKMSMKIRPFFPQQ
#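 System: human fibrin DD(E); quantity: Fibrin-DD(E) at 2 µM final; also added: fluorescent Tn7 probe at 0.1 µM; compound dosing: single nominal test concentration of 8.3 µM per compound; schedule: 10 min preincubation, 3 h with tracer, room temperature; detection: fluorescence polarization of the labelled Tn7 tracer; repeats: one replicate per compound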
# UHRF1 MBD2 ctr: UHRF1 methylated DNA binding inhibitors, primary screen, counter-screen for MBD2 inhibitor project, biochemical, TR-FRET, human UHRF1, single concentration. E3 ubiquitin-protein ligase UHRF1 (Homo sapiens), Q96T88. UHRF1 binding to methylated oligo. inhibition, % at 4.4 µM. 370,000 compounds, 0.75% hits. AID 687016, 2013; in the data active = inhibition above about 21%;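 also: UHRF1 SRA domain binding a hemimethylated CpG hairpin DNA probe; 0% = median of test compound wells and 100% = reference inhibitor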
# PLCb3 inh: human PLC-beta3 inhibitors, primary screen, biochemical, fluorescence; Purified PLC-beta3, fluorogenic substrate; 370,000 compounds, 0.18% hits; inhibition, % at 12.2 µM; 1-phosphatidylinositol 4,5-bisphosphate phosphodiesterase beta-3 (Homo sapiens), Q01970; AID 720704, 2013; in the data active = inhibition above about 11%;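 also: 0% = median of compound wells on plate and 100% = full blocker control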
# DDE Tn6 FP inh: inhibitors of Tn6 peptide binding to fibrin DD(E), primary screen, biochemical, fluorescence polarization, human fibrin, Tn6 probe | inhibition, % at 8.3 µM | Fibrinogen beta chain (Homo sapiens), P02675 | Fibrin DD(E) TRITC-Tn6 fluorescence polarization displacement | 370,000 compounds, 0.21% hits | AID 720509, 2013;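 active = inhibition above a per-campaign cutoff: mean of compounds within control limits plus 3 SD, cut at about 15% in these data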;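 also: 0% = median of all compound wells on the plate and 100% = blocking peptide control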
# ASAP1 inh: inhibitors of human ASAP1 ArfGAP activity, primary screen, biochemical, fluorescence polarization; Arf-GAP with SH3 domain, ANK repeat and PH domain-containing protein 1 (Homo sapiens), …; ASAP1-stimulated ARF1 GTP hydrolysis, GDP FP detection; inhibition, % at 16.5 µM; 360,000 compounds, 0.19% hits; in the data active = inhibition above about 25%;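 also: 0% = vehicle with enzyme and substrate and 100% = no enzyme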
# Numbers without * were called inactive; . = not tested or not shown. This is a random part of the collection. About 4.5% of those tested had a hit in this group.
# Each structure is followed by: HGIII-sPLA2 inh	ARFGAP1 inhibitor	KLK7 zymogen act	PLCg1 inh	NR1D1 modulator	DDE Tn7 FP inh	UHRF1 MBD2 ctr	PLCb3 inh	DDE Tn6 FP inh	ASAP1 inh
1. Cc1ccc(C(=O)C2=C(O)C(=O)N(Cc3cccnc3)C2c2ccc(N(C)C)cc2)o1 (configuration not stated)
 : 7	3	0.5	-5	1	2	-3	-14	6	-9
2. Cc1ccc(C(=O)Nc2cccc(C(=O)NC3CCCC3)c2)cc1
 : -3	-9	0.2	4	3	0	-4	-3	-9	-13
3. CN(C)C(=O)CSC1c2ccccc2C(=O)N1c1ccccc1 (configuration not stated)
 : 3	3	-0.3	2	-4	-6	9	0	2	-6
4. CCS(=O)(=O)/N=C(\N)c1ccccc1
 : 0	-5	0.7	0	-3	5	0	2	5	-14
5. CSc1ncccc1C(=O)OCC(=O)NC1CCCc2ccccc21 (configuration not stated)
 : -3	2	-0.4	3	6	3	0	2	0	4
6. COc1ccc(NC(=S)N2CCCN(Cc3cc(C)ccc3C)C2)cc1
 : 5	-14	0.4	3	-2	4	0	-5	2	-1
7. Cc1ccc2nc(N3C(=O)C(O)=C(C(=O)c4ccc(C)o4)C3c3ccco3)sc2c1 (configuration not stated)
 : -2	10	-0.1	-39	-9	3	0	-63	-1	3
8. CCOC(=O)N1CCC(N2Cc3cccc(C(=O)NCC4CCN(CC(C)C)C4)c3C2=O)CC1 (configuration not stated)
 : -3	-9	0.0	0	-2	-1	3	2	-2	23
9. Cc1ccc(S(=O)(=O)N(C)C)cc1NC(=O)c1c(-c2c(F)cccc2Cl)noc1C
 : -7	3	0.0	-1	0	6	7	-6	-6	-7
10. CC(=O)N/C(=C\c1ccccc1)C(=O)OC(C)C(=O)N(C)c1ccccc1 (configuration not stated)
 : 1	-8	0.2	-1	5	9	0	-1	5	8
11. Cc1nn(-c2ccccc2)c(Cl)c1C(=O)NC1CCCCC1
 : 2	1	0.5	-4	5	0	0	0	-3	-9
12. CCOC(=O)CC[C@@H]1CC[C@]2(CCCN(C(=O)c3ccccc3)C2)O1
 : 3	.	-0.1	-2	2	-7	-3	0	-2	.
13. O=S(=O)(c1cccc(-c2nnc3n2CCCCC3)c1)N1CCOCC1
 : 8	-1	-0.6	2	-4	-1	-1	-1	3	-2
14. Cc1ccc(/C=C(/NC(=O)c2ccccc2)C(=O)NCCc2c[nH]c3ccccc23)o1
 : -24	0	0.1	-11	-1	-5	-2	-13	11	-7
15. O=C(N1CCCCC1)C12CC3CC(C1)CC(C(=O)N1CCCCC1)(C3)C2
 : -5	-1	1.1	1	-2	-8	0	2	-1	14
16. O=C(c1ccc(Cl)cc1)N(Cc1ccccc1F)N1C(=O)CCCC1=O
 : 4	-1	-0.2	-6	1	-1	1	-7	8	2
17. O=C(O)c1ccc(-c2nc(-c3cccc(C(F)(F)F)c3)cs2)cc1
 : 1	-4	0.1	0	-2	-3	1	4	-8	7
18. Cc1ccc(C(=O)OCc2nnc(-c3ccccc3)o2)o1
 : 5	-9	0.3	4	-2	-3	1	1	-2	3
19. OCC(O)/C=N/Nc1nc2ccccc2s1 (configuration not stated)
 : 10	11	-0.4	-21	-5	6	2	-25	4	5
20. O=C(Oc1cccc(N2C(=O)CCC2=O)c1)C1CC(=O)N(c2ccc(F)cc2)C1 (configuration not stated)
 : -3	6	0.1	-1	-4	-4	-2	-1	-4	3
21. CCN(CC)c1ccc2nc3c4ccccc4c(=O)cc-3oc2c1
 : 6	-16	1.0	-12	-1	5	6	-19	105*	-38
22. O=C(COC(=O)Cn1c(C(F)(F)F)nc2ccccc21)Nc1ccc2c(c1)OCCO2
 : -4	10	0.2	-1	0	-3	-2	2	3	-2
23. CCCOC(=O)CN1C(=O)c2ccc(C(=O)OCCC)cc2C1=O
 : 4	0	-0.2	6	1	-7	-1	2	6	-5
24. CCCCCc1nnc(NC(=O)c2ccc(N3CCCC3=O)cc2)s1
 : -1	0	-1.0	-8	19	-5	0	-16	4	2
25. CCc1ccc(NC(=O)CCC(=O)Nc2nnc(C(C)C)s2)cc1
 : 2	13	0.2	-1	0	-6	1	-7	-3	11
26. Cc1cc(C)c2nc(N3C(=O)C(O)=C(C(=O)c4ccco4)C3c3ccc(O)cc3)sc2c1 (configuration not stated)
 : -33	-8	-0.5	-48	-6	9	-4	-78	11	-2
27. NC1=NC[C@H](Cc2ccc(O)cc2)N1CCc1cccc(F)c1
 : 9	0	-0.3	-1	-3	1	-1	0	4	12
28. CCc1ccc(NC(=O)[C@H](Cc2ccccc2)NC(=O)C2CCN(C(=O)[C@@H](N)CC(C)C)CC2)cc1
 : 1	2	0.0	7	-1	-6	0	8	4	3
29. CC(=O)N(/N=C1\Sc2ccccc2C1=O)c1ccccc1C
 : 10	8	0.1	-6	3	2	-8	-6	2	8
30. O=C(Nc1ncn[nH]1)c1ccc(Cl)cc1Cl
 : 8	-8	0.1	9	6	-6	4	-2	2	-5
31. COc1ccc(CC(NC(C)=O)C(=O)NC2CCN(c3c4c(nc5ncnn35)CCC4)CC2)cc1 (configuration not stated)
 : -6	-9	-0.5	-5	2	-3	-4	-2	9	11
32. OCC[C@@H]1C[C@H](O)[C@@H](O)[C@]2(CCc3ccccc3O2)O1
 : -1	-7	0.5	7	6	-2	-2	5	-2	4
33. COc1ccccc1NC(=O)CCNC(=O)C1CCN(S(=O)(=O)c2ccccc2)CC1
 : -3	-9	0.0	-4	2	1	6	-11	-4	-8
34. COc1ccc(C(CNC(=O)c2ccc(S(=O)(=O)N3CC(C)CC(C)C3)cc2)N(C)C)cc1 (configuration not stated)
 : -13	4	-0.3	5	7	-2	3	-13	-7	-5
35. O=C1CC(c2ccccc2Cl)CC(O)=C1C=NCCCO (configuration not stated)
 : -4	16	0.2	-3	1	-2	-2	0	3	2
36. Cc1cc2c(cc1S(=O)(=O)CCC(=O)N(C)Cc1ccccc1)OCC(=O)N2
 : -4	-7	-0.3	0	2	-7	-2	0	-12	10
37. COCCNC(=O)COc1ccc(Oc2ccccc2)cc1
 : 3	1	-0.1	3	-8	3	0	2	6	-10
38. CCc1ccccc1NS(=O)(=O)c1cc2c3c(c1)CCN3C(=O)CC2
 : 8	2	-0.2	1	-3	4	1	-2	0	-13
39. CCOCCCn1c(=NC(C)=O)c(C(=O)OCC)cc2c(=O)n3ccccc3nc21
 : 13	-6	2.3	-17	-1	4	0	-30	-2	0
40. CC1CN(C(=O)N2c3ccccc3Sc3ccccc32)C(C)CC1=O (configuration not stated)
 : -23	-2	0.2	4	44*	4	6	-2	-10	6
41. COC(=O)[C@@]12CCCCC3=C1N(CCC3)C(=O)[C@H]2CC(=O)N1CCN(C(=O)C2CC2)CC1
 : 5	.	0.8	4	3	1	-3	2	-2	.
42. C[C@H]1CN([C@@H](C)CO)C(=O)CCCn2nncc2CO[C@@H]1CN(C)C(=O)Nc1cccc2ccccc12
 : 1	11	-5.9	-52	2	-1	14	-73	0	-11
43. COC(=O)[C@]12CCCCC=C1N(Cc1cccc3ccccc13)C(=O)[C@H](CC(=O)NCc1ccc(C)o1)C2
 : -16	0	-0.9	1	-2	2	-1	-1	8	-1
44. CN(CCc1ccccc1)C(=O)c1cccc(NC(=O)Cc2cccc(NC(=O)C3CCN(C(=O)C4CCC4)CC3)c2)c1
 : -19	-5	1.0	2	10	4	-1	-55	6	4
45. CC(C)=CC(=O)N1CCC(N2CCC(C(=O)N3CCOCC3)CC2)CC1
 : -3	-3	0.1	-2	2	0	15	-15	0	3
46. C/C(=N\Nc1ccc(Cl)c(C(=O)O)c1)c1cccs1
 : 1	14	0.0	-4	3	-1	17	-12	-5	1
47. O=C(NCc1ccccc1)C(c1ccco1)N1CCN(CCN2CCOCC2)CC1 (configuration not stated)
 : 13	-3	0.1	-3	-1	3	1	-5	-1	-7
48. O=C(O)Cn1ccc2ccccc21
 : -22	5	0.7	0	3	-6	-1	-9	1	13
49. CC(=O)Nc1ccc(C(=O)OCC(=O)NC2CCCCCC2)cc1
 : 12	-2	0.4	1	5	5	3	1	1	-6
50. Cc1c(NC(=O)C2CCN(S(=O)(=O)c3ccc(Cl)cc3)CC2)c(=O)n(-c2ccccc2)n1C
 : -1	6	0.3	1	0	-2	1	3	-2	8
51. COc1ccc(Cn2c(=O)sc3ccccc32)cc1
 : 4	9	0.6	1	2	1	3	-5	7	1
52. CCNc1c2c(nc3ccccc13)CC(C)(C)CC2=O
 : -2	7	-0.4	4	-6	-10	0	2	0	-17
53. CCOc1cc(/C=N/NC(=O)COc2cccc(C)c2)ccc1OC(=O)c1cccs1
 : -3	9	1.0	-65	-2	2	1	-68	-4	11
54. CCOC(=O)c1c(NC(=O)COc2ccccc2)sc2c1CC(C)(C)NC2(C)C
 : -2	12	-0.1	3	-2	0	3	-2	5	3
55. CC1CCCC(C(=O)O)N1C(=O)CCS (configuration not stated)
 : 11	2	0.1	2	9	11	2	-3	-5	-6
56. CN(C)CCn1c2c(c(SCC(=O)Nc3cccc4ccccc34)nc1=O)CCCC2
 : -3	1	-0.6	-6	1	1	-5	-6	0	-4
57. O=c1ccnc(SCCc2ccc([N+](=O)[O-])cc2)[nH]1
 : 1	-12	-0.2	-1	5	0	-1	-8	4	2
58. COc1nc(OCCNC(C)=O)nc(N(C)C)n1
 : 9	7	0.3	2	-4	-4	5	6	2	0
59. COc1ccc(C2(CNC(=O)c3cccc([N+](=O)[O-])c3)CCCCC2)cc1OC
 : -4	-3	-0.3	4	-5	-2	0	4	-6	-3
60. CC(C)(C)OC(=O)[C@H](CCCCN)NC(=O)c1nc[nH]c1C(=O)N[C@@H](CCCCN)C(=O)OC(C)(C)C
 : 10	2	0.9	6	3	-2	6	0	2	9
61. CC(=O)c1c(C)[nH]c(C(=O)CSc2ccc(F)cc2)c1C
 : -5	-1	0.3	3	3	3	-2	-4	1	0
